Screens (PubChem)
INS promoter inh: TRM-6 insulin promoter activity inhibition. AID 1273. inhibition, % at 2 µM. TRM-6 cells (human fetal islet line), insulin promoter-eGFP reporter, imaging; reporter expression induced with tamoxifen. 0.9% of 130,000 active;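 active means inhibition above the mean plus 3 SD, with well images judged a real hit on visual review, cut at about 60% in these data, passing the limit was not always enough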
sdo1 growth: sdo1-depleted yeast growth rescue; z-score at 10 µM; S. cerevisiae sdo1-depleted JHY4D growth rescue, OD600 30 h; active compounds read high; pdr5 snq2 efflux-pump mutant strain; 0.21% of 140,000 active;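 active means z-score above 3 at both the 24 hr and the 30 hr optical density reads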;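 further: z-score against mean and SD of all compound wells on the same plate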
sdo1 growth Rescue 24 h: also measured in sdo1 growth; calls as there; z-score; S. cerevisiae sdo1-depleted JHY4D growth rescue, OD600; measured here: growth rescue at 24 h;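 0 is the plate mean of compound wells and units are plate SD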
Starred values were filed as active, the others as inactive; . = no result given.

Start of the listing, in advance:
#	structure	INS promoter inh	sdo1 growth	sdo1 growth Rescue 24 h
1	Cc1cc2cc3c(cc2nc1SCC(=O)N1CCN(C(=O)c2ccco2)CC1)OCO3	23	.	.
2	Cc1[nH]c2ccccc2c1C(=O)C(=O)NCCCn1ccnc1	9	.	.

Results, from the first entry:
#	structure	INS promoter inh	sdo1 growth	sdo1 growth Rescue 24 h
1	Cc1cc2cc3c(cc2nc1SCC(=O)N1CCN(C(=O)c2ccco2)CC1)OCO3	23	.	.
2	Cc1[nH]c2ccccc2c1C(=O)C(=O)NCCCn1ccnc1	9	.	.
3	O=C(O)CCC(=O)Nc1ccccc1C(=O)NCc1ccco1	-138	0.41	-0.32
4	COCC(C)n1c(C)cc(C(=O)COC(=O)c2ccc3ncsc3c2)c1C (stereo unspecified)	27	-1.1	-1.5
5	Cc1cnc(NC(=O)CCCc2nc3ccccc3s2)s1	3	-0.29	-0.22
6	CC1(C)CC(=O)C(/C=N/n2cnc3ccccc3c2=O)=C(O)C1	.	0.36	0.97
7	O=C1c2ccccc2C(=O)N1c1ccc(Br)c2cccnc12	7	.	.
8	O=C(c1sc(N2CCOCC2)nc1-c1ccccc1)N1CCCCC1	-23	1.2	1.2
9	Clc1ccc(OCc2nc(-c3ccncc3)no2)cc1	-421	0.2	0.48
10	O=C(c1cc(Br)c(Br)s1)N1CCN(C/C=C/c2ccccc2)CC1	-11	-1.9	-0.72
11	CCCN(CCC)C(=O)c1ccc2c(c1)OCO2	20	0.01	0
12	CCOc1cc(-c2noc(CCCC(N)=O)n2)cc(Br)c1OC	-42	-0.51	-0.81
13	O=C(NNC(=O)c1cccc2ccccc12)c1ccco1	.	-0.05	-0.47
14	Cc1cccc(C)c1NC(=O)CC(NCCc1ccccc1)C(=O)O (stereo unspecified)	.	0.44	-0.96
15	COCCNC(=O)c1c(N)n(CCCn2ccnc2)c2nc3ccccc3nc12	.	0.28	0.43
16	O=C(Cn1ncc2c(=O)oc3ccccc3c21)NCCC1=CCCCC1	.	-0.88	-0.97
17	CSCCC(NC(N)=O)C(=O)NCc1cccc(Cl)c1 (stereo unspecified)	-5	1.4	0.61
18	COc1ccc(OCCC(=O)NCc2ccccc2)cc1	-9	-0.25	-0.63
19	CC(C)COn1c(=S)[nH]c2ccccc2c1=O	-3	-0.25	0.43
20	Cc1ccc(C(=O)NCCc2csc(C)n2)cc1	.	1.8	3.4
21	CC(c1ccccc1)C1CC(=O)N(CC(=O)O)C1=O (stereo unspecified)	-300	1	0.82
22	O=C(COC(=O)CSCC(=O)N1CCCCC1)Nc1ccc(Cl)cc1	25	-0.26	-0.82
23	CCCCC(=O)Nc1ccc(C(=O)NNC(=S)NC(=O)c2ccccc2[N+](=O)[O-])cc1	-24	.	.
24	O=C(NC1CCCCC1)C(c1ccc2ncccc2c1)N(Cc1ccccc1)C(=O)c1cccs1 (stereo unspecified)	4	0.14	0.32
25	CC(C)(C)c1ccc(/C=C/C(=O)Nc2ncccn2)cc1	7	0.47	-0.32
26	c1ccc(CCc2nc(-c3ccc(-n4cccc4)cc3)no2)cc1	.	-1.1	-0.58
27	COC(=O)c1cc(C#N)c(NCc2ccccc2)nc1C	.	14*	3.7*
28	COc1cccc2c1OCC/C2=N\NC(=O)COc1ccccc1C	7	-0.4	-0.48
29	O=C(CSc1nnc(-c2ccccc2)n1-c1ccccc1)c1cccs1	-14	-1.8	-0.62
30	COc1cc(C2C3=C(CCCC3=O)Nc3[nH]n(-c4ccccc4)c(=O)c32)ccc1O (stereo unspecified)	-20	0.05	0.42
31	Cc1cc(C)c(S(C)(=O)=O)c(S(=O)(=O)c2ccc(Cl)cc2)n1	-30	2.9	2
32	CCN1C(=O)c2cccc3c(NC(=O)C(C)(C)C)ccc1c23	3	0.5	-0.43
33	COC1=CC(=O)CC(C)C12Oc1c(Cl)c(OC)cc(OC)c1C2=O (stereo unspecified)	27	0.68	0.74
34	COc1ccc(N2C(N)=NC(N)=NC23CCCC3)cc1	.	-0.16	-0.72
35	O=C(Cn1c(=O)sc2ccccc21)NCc1ccco1	.	-0.3	-0.58
36	COc1ccc([C@@H]2C[C@H]3CN(Cc4ccccc4OC)C(=O)[C@]34CCCN24)cc1C	-293	.	.
37	CC(Oc1ccc(Cl)cc1Cl)C(=O)Nc1cccnc1 (stereo unspecified)	-150	-0.8	-1.1
38	CCCCOc1ccc(N2C(=O)CC(N(O)c3ccccc3)C2=O)cc1 (stereo unspecified)	25	-1.3	-0.92
39	OCCNCCOCCOc1ccccc1-c1ccccc1	-22	0.63	0.59
40	C=CCc1c(OC(C)=O)c2ccccc2n(C)c1=O	-103	-0.36	-0.98
41	CCNC(=S)N1CCN(CCN=CC2=C(O)CC(c3cccs3)CC2=O)CC1 (stereo unspecified)	29	-0.07	-0.91
42	COc1ccc(CC2(CO)CCN(C(=O)NCc3ccccc3)CC2)cc1	-27	.	.
43	COc1ccc(Nc2nc(Cl)nc(Nc3ccc(OC)cc3OC)n2)c(OC)c1	7	.	.
44	O=C(O)c1cccc(NS(=O)(=O)/C=C/c2ccccc2)c1	-23	-0.22	-0.23
45	CCOC(=O)Cc1csc(NC(=O)c2ccc(Cl)nc2)n1	-19	-0.14	-0.28
46	Cc1noc(/C=C/c2ccc(-c3ccccc3Cl)o2)c1[N+](=O)[O-]	.	-0.62	0.63
47	CCCCC(=O)Nc1sc2c(c1C(=O)OCC)CCC(C=O)=C2Cl	.	-1.1	-0.81
48	CCN(CC)c1ccc2cc(C=O)c(=O)oc2c1	.	0.65	0.06
49	Nc1ncc(-c2ccc([N+](=O)[O-])cc2)cn1	.	0.7	0.16
50	Cc1ccc(-n2cc(CNC(C)c3cnn(C)c3)c(-c3ccc(F)cc3)n2)cc1 (stereo unspecified)	-35	.	.

Limited to INS promoter inh and sdo1 growth Rescue 24 h, for some of the entries so far:
nr	SMILES	INS promoter inh	sdo1 growth Rescue 24 h
47	CCCCC(=O)Nc1sc2c(c1C(=O)OCC)CCC(C=O)=C2Cl	.	-0.81
48	CCN(CC)c1ccc2cc(C=O)c(=O)oc2c1	.	0.06
49	Nc1ncc(-c2ccc([N+](=O)[O-])cc2)cn1	.	0.16
50	Cc1ccc(-n2cc(CNC(C)c3cnn(C)c3)c(-c3ccc(F)cc3)n2)cc1 (stereo unspecified)	-35	.

(more compounds)
#	structure	INS promoter inh	sdo1 growth	sdo1 growth Rescue 24 h
51	CC1SC(c2ccc(Cl)cc2Cl)NC1=O (stereo unspecified)	-340	-0.13	-0.23
52	Cc1cccc(/C=N/NC(=O)C(C)Nc2cccc3ccccc23)n1 (stereo unspecified)	20	-0.38	-0.5
53	CS(=O)(=O)N1CCN(c2ccccc2NC(=O)Cc2ccccc2)CC1	-72	0.51	0.07
54	O=C1c2ccccc2C(=O)N1CSc1nnc(Nc2ccccc2F)s1	.	-1.3	-0.98
55	CCOC(=O)Cc1csc(NC(=O)Cc2ccccc2)n1	41	.	.
56	COc1ccccc1N(C(=O)c1snc(C(N)=O)c1N)C(C(=O)NCCC(C)C)c1ccco1 (stereo unspecified)	0	-0.2	-0.52
57	COc1ccccc1-c1cc(C(=O)N/N=C/c2ccc(C)s2)c2ccccc2n1	-35	-1.3	-0.74
58	Cc1ccccc1N1CCN(CCCN2C(=O)CC(=C(c3ccccc3)c3ccccc3)C2=O)CC1	0	-2.2	-1
59	Cc1nc(NC(=O)COC(=O)c2cc3c(s2)CCC(C)C3)c(Cl)cc1Cl (stereo unspecified)	7	-0.54	-0.33
60	COc1ccc(S(=O)(=O)N2CCCC2C(=O)Nc2ccc(O)cc2)cc1 (stereo unspecified)	-71	0.9	0.42
61	CCOc1ccc(C(=O)NC2CCN(S(C)(=O)=O)CC2)cc1	.	0.45	-0.82
62	O=C(CSc1nnc([C@@H]2CCCN2)o1)c1ccc(Cl)cc1	8	0.64	0.39
63	CC1CCCN(C(=O)Nc2cccc(NC(=O)N3CCCC(C)C3C)c2)C1C (stereo unspecified)	6	0.62	0.66
64	C=CCn1c(SCC(=O)NC2CCCC2)nc2scc(-c3ccco3)c2c1=O	8	-1	-0.76
65	COc1cccc(-c2nc(CS(=O)(=O)CC(=O)N3CCN(c4ccccn4)CC3)c(C)o2)c1	.	0.21	0.15
66	Cc1noc(/C=C/N(C)C)c1S(=O)(=O)N1CCc2ccccc21	.	0.87	1.2
67	Cc1c(Br)cc(C(=O)OC2CCN(C)CC2)c(C)c1C	3	-0.21	0.26
68	CN(C)Cc1nc2ccccc2c(=O)n1CC#N	17	.	.
69	COC(=O)c1ccccc1NC(=O)Cn1c(SC)c(F)cnc1=O	45	0.47	2.4
70	O=C(O)CCC(=O)NNC(=O)CCC(=O)NCc1ccccc1	0	1.2	1
71	CCCN(CCC)C(=O)CP(=O)(c1ccccc1)c1ccccc1	.	0.52	1.1
72	CCOC(=O)C(Sc1ncn[nH]1)c1ccccc1 (stereo unspecified)	-196	-0.31	0.06
73	O=c1[nH]c(=O)n(Cc2ccccc2)c2c1CCC2	.	-0.59	-1.1
74	C=CCNC(=O)/C(C#N)=C/c1c(C)nn(-c2ccccc2)c1Cl	52	-1	-0.46
75	CCCNC(=O)C1CCN(c2cc(-c3ccccc3)nc3ncnn23)CC1	24	.	.
76	CCn1cc(/C=C/C(=O)NCc2c(C)nn(C)c2C)cn1	9	0.86	0.46
77	CC1(C)Oc2ccccc2OC1(O)c1ccc2ccccc2n1 (stereo unspecified)	.	-0.55	-1.4
78	Cc1ccc(-n2cc(-c3ccccc3)[nH]c2=O)cc1F	0	1.9	1.2
79	COc1ccc(-c2cn3cccnc3n2)cc1NC(=O)c1cccs1	.	1.4	0.78
80	Cc1onc(-c2ccccc2Cl)c1C(=O)N/N=C(\N)COc1ccc(Cl)cc1	19	-0.08	-0.76
81	O=c1oc2cc(OCc3nn[nH]n3)ccc2c2c1CCCC2	.	-0.13	-0.56
82	Cn1c(=O)c2[nH]c(NCC3CCCO3)nc2n(-c2ccccc2)c1=O (stereo unspecified)	-152	0.15	-0.47
83	CCOC(=O)c1sc(NC(=O)CCCn2nc([N+](=O)[O-])cc2C)c(C(=O)OCC)c1C	0	-0.27	-0.57
84	O=c1cc(CN2CCc3ccccc32)c2ccc(O)cc2o1	62	.	.
85	CCN(CC)c1ccc(C(=O)OCC(=O)Nc2ccc3[nH]c(=O)[nH]c3c2)cc1	-28	.	.
86	CCCC12CN3CC(C)(CN(C1)C31C(=O)Nc3ccc(C)cc31)C2=O (stereo unspecified)	15	1.1	0.85
87	Cc1nn(Cc2c(F)c(F)c(F)c(F)c2F)c(C)c1NC(=O)c1c(-c2ccccc2)nn(-c2ccccc2)c1C	-14	-1.8	-0.25
88	c1ccc(-n2nnnc2SCCCSc2nc3ccccc3s2)cc1	.	-0.72	-0.68
89	COc1ccc(/C=N/NC(=S)Nc2ccccc2)cc1	7	.	.
90	CCOC(=O)c1[nH]c2ccc(OC)cc2c1NC(=O)N1CCOCC1	-4	0.79	0.71
91	COC(=O)c1cc(=O)nc2sccn12	7	0.64	0.37
92	Cc1ccc(S(=O)(=O)N2CCN(C(=O)CCC(=O)NCc3ccc(F)cc3)CC2)cc1	-69	0.94	0.82
93	O=C(Nc1ccc2c(c1)OCCO2)c1cncc(Br)c1	18	1.9	2.7
94	Cc1ccc(NC(=O)CC2C(=O)NCCN2C(=S)Nc2ccccc2)c(C)c1 (stereo unspecified)	.	-0.27	-0.52
95	O=C(N[C@@H](Cc1c[nH]c2ccccc12)C(=O)O)c1ccc(Cl)cc1	40	.	.
96	Cc1ccccc1S(=O)(=O)Cc1ccc(C(=O)N2CCN(c3cccc(C)c3C)CC2)o1	.	-1.6	-1
97	CCOC(=O)c1c(-c2ccccc2)nnn1-c1nc(OCC)nc(N2CCCCC2)n1	.	-1.1	-1.1
98	O=C(COc1ccc(F)cc1)NCC1CCCO1 (stereo unspecified)	-119	1.2	0.84
99	O=C(c1cc2ccccc2oc1=O)N1CCCC1	47	-0.53	-1.5
100	Fc1cc(F)cc(NC(=S)Nc2ccccc2N2CCOCC2)c1	9	.	.

(cont.)
#	structure	INS promoter inh	sdo1 growth	sdo1 growth Rescue 24 h
101	O=C(O)c1ccc(S(=O)(=O)Nc2ccc(F)c(Cl)c2)cc1	.	0.25	-0.35
102	O=C(CSc1ncn[nH]1)N(C1CCCCC1)C1CCCCC1	12	0.56	0.34
103	CCCCn1c(NCc2ccccc2O)nc2ccccc21	.	-0.61	-0.61
104	CCOc1ccc(C(=O)CN2CCN(S(=O)(=O)c3ccc(F)cc3)CC2)cc1	-55	-0.05	-0.24
105	CC(C)c1ccc(S(=O)(=O)N2CCN(C(=O)c3ccco3)CC2)cc1	35	.	.
106	CC1CCCC(NC(=O)C2CCN(S(=O)(=O)N3CCCCCC3)CC2)C1C (stereo unspecified)	-33	-0.62	-0.27
107	CCCn1nnnc1-c1cccc(Cl)c1	36	0.74	0.89
108	O=C1C2C3C=CC(C4CC34)C2C(=O)N1c1ccc2c(c1)OCO2 (stereo unspecified)	-12	.	.
109	CCn1c(SCc2ccc(C(=O)Nc3nccs3)cc2)nnc1-c1ccc(NC(C)=O)cc1	.	0.06	-0.27

4 compounds out of the list above, arranged by the number in INS promoter inh, lowest first.
#	structure	INS promoter inh	sdo1 growth	sdo1 growth Rescue 24 h
40	C=CCc1c(OC(C)=O)c2ccccc2n(C)c1=O	-103	-0.36	-0.98
57	COc1ccccc1-c1cc(C(=O)N/N=C/c2ccc(C)s2)c2ccccc2n1	-35	-1.3	-0.74
64	C=CCn1c(SCC(=O)NC2CCCC2)nc2scc(-c3ccco3)c2c1=O	8	-1	-0.76
11	CCCN(CCC)C(=O)c1ccc2c(c1)OCO2	20	0.01	0
